Screening data: PubChem BioAssay, several laboratories
Autophagy mod: autophagy modulators in MEF cells, primary screen, imaging, high-content, MEF GFP-LC3 | AID 463193, 2010 | MEF GFP-LC3 puncta imaging; test concentration mostly 10 µM | calls only at 10 µM (by protocol) | actives 0.98% (n = 190,000);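 active = percentage of spot-positive cells more than 3 SD above its plate mean, without a fluorescence outlier flag or 80% toxicity; inconclusive = no clear call, values can overlap the other calls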;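 note: spot-positive cell cutoff set from DMSO-treated cells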
P. falciparum M17LAP: P. falciparum M17LAP inhibitors, primary screen, biochemical, fluorogenic H-Leu-NHMec substrate, 1536-well (AID 1619); Leucine aminopeptidase (Plasmodium falciparum (isolate 3D7)); recombinant M17LAP, H-Leu-NHMec fluorogenic kinetic assay; higher % means a stronger effect; inhibition, % at 30 µM; hits with a dose series show IC50 in µM; actives 0.38% (n = 220,000);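 active = compound inhibiting the enzyme by more than half at any dose during confirmatory dose-response retesting; inconclusive = strong single-dose inhibitors picked by rank but not retested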;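 note: plate controls were full reaction with DMSO carrier for no effect and no enzyme background for full effect; strong numbers were not always called active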
Yfh1-off respiration: enhancers of respiration in Yfh1-depleted yeast, dose response, Friedreich's ataxia, plus single-dose screen (AID 1465); S. cerevisiae Yfh1-off respiration, WST-1 reduction, 72 h; higher fold induction means a stronger effect; one-dose fold induction at 50 µM; EC50 in µM for titrated hits; actives 0.074% (n = 220,000);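 active = fold induction of absorbance versus untreated yeast above a set limit, then at least 30% activation at any dose in follow-up; inconclusive = repeats straddling the limit, or above it without dose testing; inactive = fold induction below the set limit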;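 note: activators that raise dye reduction in frataxin-depleted yeast; strong numbers were not always called active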
NOD1 inhibition: NOD1 signaling inhibitors, primary screen, cell-based, luminescence, uHTS (AID 1578); NOD1-driven NF-kB luciferase reporter cells, luminescence; higher % means a stronger effect; inhibition, % at 4 µM; hits with a dose series show EC50 in µM; actives 1% (n = 290,000); in the data active = inhibition mostly above about 36%, no sharp cut-off; inactive = mostly below about 34%;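 note: HEK-293T reporter cells stimulated with the NOD1 agonist gamma-tri-DAP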
HEK293 NOD2/NF-kB: NOD2 signaling inhibitors, cell-based, luminescence, uHTS, HEK293 (AID 1566); HEK293 NOD2/NF-kB luciferase reporter, luminescence; higher % means a stronger effect; one-dose inhibition, % at 4 µM; EC50 in µM for titrated hits; actives 0.63% (n = 290,000); in the data active = inhibition above about 50%; note: many of its hits are not listed in these tables
MT stabilize HCS: microtubule stabilizers in HeLa cells, primary screen, imaging, high-content imaging. HeLa tubulin immunostaining HCS, 24 h; share of cells brighter than vehicle mean+2SD. % tubulin-high responders, % at 10 µM. actives 0.83% (n = 200,000);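 active = plate Z-score above 3 for both tubulin-high and condensed-nucleus cell shares, with cell loss under 80%, at 10 µM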;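 note: anti alpha tubulin signal scored within the nucleus-defined area of each cell; some results filed as inactive read as strong as hits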
b-catenin transl: modulators of beta-catenin nuclear translocation, primary screen, imaging, HeLa cells, immunofluorescence, high-content. nuclear translocation activity, % at 5 µM. actives 0.3% (n = 190,000);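 active = nuclear translocation activity above 50% at 5 µM, with a well cell count of 50 or more; inconclusive = wells under 50 cells across six images, flagged as toxic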;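 note: per-cell ratio of nuclear to cytoplasmic median beta-catenin stain intensity; plate controls were DMSO negative control for no effect and GSK-3 inhibitor IX positive control for full effect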
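assay system = human HeLa cells, endogenous beta-catenin | times = compound treatment 24 h, 37°C, 5% CO2 | detection = Anti-beta-catenin immunofluorescence on PFA-fixed, Triton-permeabilized cells, DAPI nuclei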
Ins promoter up: insulin promoter activators in MIN6 cells, imaging, high-content screening, mouse beta cells. MIN6 insulin promoter-GFP reporter; hits give high values. z-score at 5 µM. actives 0.3% (n = 190,000). AID 1625, 2009;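 active = z-score above 3 at 5 µM with at least 500 cells counted in the well; inconclusive = wells under 500 cells, flagged as cytotoxic or low count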
Dynein transport: inhibitors of GR-EGFP nuclear translocation, primary screen, dynein cargo transport inhibitor project, imaging, high-content, 3617.4 mouse cells; test concentration mostly 20 µM; stimulated with dexamethasone, 1 µM; hits give low values; z-score, hits read low; actives 0.47% (n = 220,000); AID 1381, 2008;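 active = plate z-score of nuclear minus cytoplasmic receptor signal below a set negative limit, without overly bright fluorescence or cell loss, cut at about -3.5 in these data, passing the limit was not always enough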;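 note: z-score of nuclear minus cytoplasmic ring GR-EGFP intensity difference per well; some compounds called inactive have numbers as strong as hits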
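Buffer or medium – tet-free medium with charcoal-stripped serum · Signal – automated 10x imaging of fixed Hoechst-stained cells · Also added – dexamethasone agonist, 1.0 µM final, for 30 min · Incubation – induction 48 h, compound 1 h, agonist 30 min · Read-out – GR-EGFP nuclear translocation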
Dynein transport cytoplasmic EGFP: recorded beside Dynein transport, whose call it bears; z-score; measured here: cytoplasmic GR-EGFP intensity; hits give high values
Dynein transport nuclear GR-EGFP: also measured in Dynein transport; calls as there; z-score; measured here: nuclear GR-EGFP intensity;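 lower value marks the stronger effect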
Dynein transport cell count: second read-out of Dynein transport, no call of its own (marks repeat the call); z-score; measured here: cell count per field
Ins promoter up cell count: also measured in Ins promoter up; calls as there; cell count; measured here: cytotoxicity, nuclei count;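 total cells summed across four imaged fields per well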
b-catenin transl cell count 5 µM: further read-out of b-catenin transl, marked with its call; cell count; measured here: cell count, cytotoxicity flag
MT stabilize HCS Hoechst-high %: further read-out of MT stabilize HCS, marked with its call; % Hoechst-high responders; measured here: nuclear condensation Hoechst responders;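 share of cells brighter than vehicle mean plus two SD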
MT stabilize HCS cytotoxicity %: also measured in MT stabilize HCS; calls as there; toxicity, %; measured here: cytotoxicity by cell density;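 0% = mean cell density of plate MIN control wells and 100% = no cells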
Autophagy mod cell loss 18 h: second read-out of Autophagy mod, no call of its own (marks repeat the call); toxicity, %; measured here: cell loss, nuclei count;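 cell loss after 18 h compound exposure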
Starred values were filed as active, the others as inactive; i = inactive; ? = inconclusive; / = not tested or not shown.

Structure | MT stabilize HCS Hoechst-high % | Dynein transport nuclear GR-EGFP | NOD1 inhibition | Autophagy mod cell loss 18 h | HEK293 NOD2/NF-kB | Ins promoter up | Ins promoter up cell count | Dynein transport cytoplasmic EGFP | b-catenin transl | Autophagy mod | MT stabilize HCS cytotoxicity % | MT stabilize HCS | b-catenin transl cell count 5 µM | Dynein transport | Yfh1-off respiration | Dynein transport cell count | P. falciparum M17LAP
COc1ccc(C(=S)N2CCOCC2)cc1OC(=O)c1cccc([N+](=O)[O-])c1 | 2.4 | -0.13 | -19% | 0 | 9% | -0.83 | 1624 | -0.3 | -5.5 | i | 5.4 | 2.2 | 1079 | -0.48 | i | 0.37 | 8%
CC(C)Sc1nc(-c2ccccc2)cc(=O)[nH]1 | 2.2 | -0.18 | / | 1 | 6% | -0.11 | 1170 | -0.43 | -0.1 | i | 5.3 | 2.8 | 1389 | -0.71 | i | 0.31 | 28µM*
Cc1ccc(NC(=O)CSc2nccc(=O)[nH]2)c(S(=O)(=O)N2CCOCC2)c1 | 2.2 | 0.16 | 6% | 3 | -2% | 0.37 | 1158 | -0.2 | -1.3 | i | 4.7 | 2.4 | 1138 | -0.41 | i | -0.013 | 23%
CCOc1cc(C2CC(=O)NC3=C2C(=O)C(C(=O)OC)C(C)C3)cc(Br)c1O (stereo not given) | 1.9 | -0.21 | -1% | 2 | -2% | 0.47 | 1546 | -0.22 | 0.8 | i | 10 | 1.6 | 1278 | -0.54 | i | 1.2 | 13%
COc1ccc(Nc2nc(Cl)nc(N3CCN(c4ccc(OC)cc4)CC3)n2)cc1 | 2.0 | -0.62 | -7% | 1 | 19% | / | / | -0.28 | -0.6 | i | 5.3 | 2.3 | 1087 | -1.1 | i | 0.63 | -13%
COc1ccc(-c2nc(CN3CCCC(C(=O)NC4CCCC4)C3)c(C)o2)cc1 (stereo not given) | 2.6 | -0.18 | 8% | -1 | -1% | 0.63 | 795 | -0.22 | / | i | 8.4 | 2.9 | / | -0.33 | i | 0.2 | 2%
COc1cc(C2CC(=O)NC(SCC(=O)Nc3ccccc3C)=C2C#N)ccc1O (stereo not given) | 4.3 | -0.43 | -19% | -8 | 7% | 0.06 | 1402 | -0.28 | -2.3 | i | 7.9 | 4.5 | 1483 | -1.3 | i | 0.87 | 15%
Cc1ccccc1Nc1cc(C(=O)NCC2CCCO2)c2ccccc2n1 (stereo not given) | / | 0.25 | -6% | / | 16% | -0.06 | 1078 | -0.18 | 0.3 | / | / | / | 1264 | -0.35 | i | 0.24 | 5%
CC1=Nc2ccccc2/C1=C\c1nc(-c2ccccc2)oc1O | 1.6 | 1.9 | 3% | -13 | 11% | -1 | 951 | 12 | -4.7 | i | 4.9 | 1.5 | 1232 | -2 | i | 0.55 | -13%
Cc1ccc(NC(=O)CN2C(=O)c3ccccc3C2=O)nc1 | 2.1 | -0.076 | -15% | 4 | 10% | 0.29 | 1383 | -0.33 | -0.8 | i | 11 | 4.0 | 1514 | 0.58 | i | 0.28 | -2%
N#CCSc1nc(-c2ccccc2)c2cc(Cl)ccc2n1 | 2.5 | 0.77 | 0% | 4 | 10% | / | / | -0.042 | 0.5 | i | 5.2 | 4.3 | 954 | -0.37 | i | 0.12 | 7%
Cc1cc(N=Cc2c(O)ccc3ccccc23)no1 | 1.5 | 0.00068 | -22% | 4 | 1% | -0.16 | 1132 | 0.83 | 1.7 | i | 3.6 | 1.8 | 1127 | -0.33 | i | 0.62 | 1%
O=C(CN1C(=O)C2CCCCC2C1=O)N1CCN(c2ccc(F)cc2)CC1 (stereo not given) | 1.3 | 0.005 | -25% | -1 | 16% | -0.36 | 1414 | 0.086 | -1.0 | i | 9.5 | 4.0 | 949 | -0.44 | i | 0.2 | /
N#C/C(=C\c1ccc(N2CCOCC2)o1)C(=O)NCCc1ccccc1 | 2.5 | -0.18 | -35% | -13 | 5% | / | / | -0.015 | -0.1 | i | 7.3 | 2.4 | 1487 | 0.24 | >100µM* | 1.2 | 10%
CC(=O)N1CC2(C)CN(C(C)=O)CC(C)(C1)C2 | 1.4 | 0.44 | -26% | 0 | -3% | -0.82 | 1126 | -0.22 | 2.1 | i | 3.4 | 2.7 | 1167 | 0.22 | i | 1.1 | 1%
O=C(COc1ccc(S(=O)(=O)N2CCOCC2)cc1)N1CCc2ccccc2C1 | / | 0.65 | 4% | / | -52% | 0.65 | 838 | -0.19 | 0.4 | / | / | / | 1326 | 0.41 | i | 0.43 | -3%
CC(C)NC(=O)CC(=O)N/N=C/c1cccs1 | 2.4 | 0.018 | -20% | -10 | 2% | 0.38 | 1618 | -0.21 | -3.5 | i | 1.4 | 1.3 | 1031 | 0.67 | i | -0.39 | 13%
Cc1ccc(CC2S/C(=N/N=C/c3ccco3)NC2=O)cc1 (stereo not given) | 2.0 | 0.42 | -31% | 6 | 20% | -0.03 | 1348 | -0.28 | -2.6 | i | 7.1 | 3.3 | 1137 | -0.037 | i | 0.58 | 10%
FC(F)(F)c1ccccc1NC(=S)NN=C1CCCCCC1 | 3.5 | 0.17 | -24% | -5 | 1% | 1.2 | 1167 | -0.23 | -3.0 | i | 9.9 | 4.3 | 1138 | 1.2 | i | -0.99 | -1%
N#Cc1c(NC(=O)C2CC=CCC2C(=O)O)sc2c1CCCCCC2 (stereo not given) | 2.6 | -0.12 | 2% | 11 | 18% | -0.08 | 1271 | -0.25 | -3.0 | i | 1.5 | 2.0 | 569 | -0.17 | i | 0.63 | <1µM*
CCCOC(=S)N/C(=N\S(=O)(=O)c1ccccc1)c1ccccc1 | 1.6 | -0.41 | 6% | 10 | -2% | 0.23 | 1813 | -0.2 | -1.2 | i | 8.5 | 3.6 | 1062 | -0.62 | i | -0.073 | 6%
COC(=O)C(/C=N/O)NC(=O)c1ccccc1 (stereo not given) | 2.5 | -0.74 | -26% | -10 | -1% | -0.22 | 1370 | -0.23 | -1.1 | i | 2.9 | 2.4 | 1069 | -0.88 | i | 1.4 | 11%
O=C(NCC1CCCO1)C1C2C=CC3(CN(Cc4cccs4)C(=O)C13)O2 (stereo not given) | 1.6 | 0.48 | -14% | 10 | 10% | 0.87 | 1156 | -0.22 | -3.1 | i | 7.3 | 2.6 | 893 | 0.79 | i | -0.092 | 15%
COc1cc(/C=N/NC(=O)c2cccc([N+](=O)[O-])c2)ccc1OCc1ccc(C)cc1 | 2.5 | 0.16 | -34% | 10 | -38% | / | / | -0.22 | / | i | 4.9 | 4.3 | / | 0.68 | i | -0.74 | -3%
O=c1[nH]c(NCc2ccccc2)nc2c1CCCC2 | 0.4 | 0.2 | -24% | 0 | 6% | 1.2 | 1841 | -0.27 | -1.1 | i | 11 | 2.9 | 1039 | -0.15 | i | 0.51 | 6%
c1ccc(-c2csc(Nc3ncccn3)n2)cc1 | 3.2 | -0.21 | -31% | 10 | -105% | 0 | 1477 | -0.24 | 3.1 | i | 6.8 | 5.4 | 1145 | -0.99 | i | -0.3 | -7%
CC(=O)c1ccc(C(=O)Nc2nnc(-c3ccc(Cl)cc3)o2)cc1 | / | 0.16 | 6% | / | 32% | 0.66 | 1057 | -0.72 | -1.0 | / | / | / | 1180 | -0.35 | ? | -0.68 | 2%
CC(C)=CC(=O)Nc1nnc(-c2ccccc2C)s1 | 1.8 | 1.4 | -38% | 3 | -42% | -0.63 | 1651 | -0.12 | 1.7 | i | 4.2 | 4.2 | 876 | 3.1 | i | -1.4 | -7%
COCCCn1c(SCc2nc3ccccc3c(=O)[nH]2)nc2ccccc2c1=O | 2.3 | 1.3 | -12% | 2 | 14% | -0.61 | 868 | -0.2 | -1.3 | i | 1.5 | 3.9 | 1187 | 2 | i | -0.8 | 2%
CCOC(=O)c1nnn(-c2ccc([N+](=O)[O-])cc2)c1C | 2.3 | 1.1 | -15% | 9 | 10% | 0.08 | 1216 | -0.15 | 0.0 | i | 5.7 | 3.2 | 1100 | 1.5 | i | -0.83 | -22%
O=C(c1ccc(F)cc1)N1CCCCC(Sc2nnc3ccccn23)C1=O (stereo not given) | 1.8 | 0.68 | -4% | -6 | 7% | -0.96 | 1821 | -0.24 | -0.4 | i | 9.8 | 3.7 | 1070 | 0.96 | i | 0.067 | 3%

Record cards, from the list above:
`O=c1[nH]c(NCc2ccccc2)nc2c1CCCC2` across the screens: MT stabilize HCS Hoechst-high %: 0.4; Dynein transport nuclear GR-EGFP: 0.2; NOD1 inhibition: -24%; Autophagy mod cell loss 18 h: 0; HEK293 NOD2/NF-kB: 6%; Ins promoter up: 1.2; Ins promoter up cell count: 1841; Dynein transport cytoplasmic EGFP: -0.27; b-catenin transl: -1.1; Autophagy mod: i; MT stabilize HCS cytotoxicity %: 11; MT stabilize HCS: 2.9; b-catenin transl cell count 5 µM: 1039; Dynein transport: -0.15; Yfh1-off respiration: i; Dynein transport cell count: 0.51; P. falciparum M17LAP: 6%
`c1ccc(-c2csc(Nc3ncccn3)n2)cc1` across the screens: MT stabilize HCS Hoechst-high %: 3.2; Dynein transport nuclear GR-EGFP: -0.21; NOD1 inhibition: -31%; Autophagy mod cell loss 18 h: 10; HEK293 NOD2/NF-kB: -105%; Ins promoter up: 0; Ins promoter up cell count: 1477; Dynein transport cytoplasmic EGFP: -0.24; b-catenin transl: 3.1; Autophagy mod: i; MT stabilize HCS cytotoxicity %: 6.8; MT stabilize HCS: 5.4; b-catenin transl cell count 5 µM: 1145; Dynein transport: -0.99; Yfh1-off respiration: i; Dynein transport cell count: -0.3; P. falciparum M17LAP: -7%

Only part of the results is shown; rates above refer to the full screens.
